Compound activity: PubChem, several laboratories
KOR beta-arrestin-1: kappa opioid receptor activators – cell-based, luminescence, uHTS, primary screen (AID 1777). activation, % at 10 µM; hits with a dose series show EC50 in µM. hit rate 0.02% among 280,000. KOR beta-arrestin recruitment, luminescence; higher % means a stronger effect; in the data active = activation above about 50%, passing the limit was not always enough; also: a part of the inactive calls stands beside numbers as strong as those of hits
HIV peptide binding: inhibitors of HIV fusion peptide binding, primary screen, biochemical, uHTS, fluorescence dequenching (AID 1986). cell-free peptide binding, fluorescence dequenching, 30 min; higher % means a stronger effect. inhibition, % at 20 µM; hits with a dose series show IC50 in µM. hit rate 0.3% among 290,000; in the data active = inhibition mostly above about 52%, no sharp cut-off; inactive = mostly below about 76%; also: some results filed as inactive read as strong as hits
West Nile virus CPE: West Nile virus antiviral activity, cell-based, CPE readout (AID 1621) | West Nile virus-infected cells, CPE inhibition; higher % means a stronger effect | CPE inhibition, % at 10 µM, or IC50 in µM where a hit was titrated | hit rate 0.02% among 290,000; in the data active = a potency from the dose series; inconclusive = CPE inhibition mostly from about 3.7% at the one dose, without a potency; inactive = the rest, 99 in 100 with CPE inhibition below about 2.2%; also: strong numbers were not always called active
GPR55 beta-arrestin: GPR55 agonists via beta-arrestin recruitment, primary screen, imaging, U2OS cells, beta-arrestin-GFP redistribution (AID 1961); U2OS GPR55 beta-arrestin-GFP redistribution imaging; higher % means a stronger effect; activation, % at 10 µM; hits with a dose series show EC50 in µM; hit rate 0.048% among 290,000;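 active = activation above 40% with more than 50 cells counted in the well; inconclusive = wells holding fewer than 50 cells, flagged as toxic or sparse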;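 also: U2OS osteosarcoma cells stably expressing GPR55 and beta-arrestin-GFP; plate controls were DMSO negative control for no effect and LPI positive control for full effect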
KOR beta-arrestin-2: kappa opioid receptor blockers – cell-based, luminescence, uHTS (AID 1778) | KOR beta-arrestin recruitment, luminescence, antagonist mode; higher % means a stronger effect | inhibition, % at 10 µM; hits with a dose series show IC50 in µM | hit rate 0.091% among 290,000; in the data active = inhibition above about 50%; also: strong numbers were not always called active
GPR55 LPI antagonism: inhibition of LPI-stimulated GPR55 beta-arrestin translocation – imaging, U2OS, beta-arrestin-GFP, LPI agonist, primary screen (AID 2013); hit rate 0.13% among 290,000; U2OS GPR55 beta-arrestin-GFP translocation imaging, LPI antagonism; higher % means a stronger effect; inhibition, % at 10 µM, or IC50 in µM where a hit was titrated;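 active = spots per cell inhibited over 60%, with over 100 cells counted and total cytoplasm intensity under 500,000; inconclusive = wells with under 100 cells, flagged as likely toxic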;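 also: U2OS cells stably carrying GPR55 and arrestin-GFP stimulated by 5 µM LPI near EC80; imaged beta-arrestin-GFP aggregate spots per cell after agonist stimulation; plate controls were LPI-stimulated DMSO wells for no effect and DMSO wells without LPI for full effect; some results filed as inactive read as strong as hits; confirmed hits need IC50 under 10 µM and bright autofluorescent wells are also inconclusive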
GPR35 arrestin U2OS: GPR35 antagonists blocking zaprinast-driven arrestin recruitment, primary screen, imaging, U2OS, beta-arrestin-GFP, zaprinast agonist (AID 2058); U2OS GPR35 beta-arrestin-GFP translocation imaging, zaprinast antagonism; higher % means a stronger effect; inhibition, % at 10 µM, or IC50 in µM where a hit was titrated; hit rate 0.052% among 290,000;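 active = inhibition of at least 50% with at least 30 cells and total cytoplasm GFP at most 10,000,000; inconclusive = under 30 cells or total GFP of 10,000,000 plus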
NOD1 NF-kB reporter: inhibition of NOD1-driven NF-kB reporter – cell-based, luminescence, uHTS, primary screen (AID 1578); NOD1-driven NF-kB luciferase reporter cells, luminescence; higher % means a stronger effect; inhibition, % at 4 µM; hits with a dose series show EC50 in µM; hit rate 1% among 290,000; in the data active = inhibition mostly above about 36%, no sharp cut-off; inactive = mostly below about 34%;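 also: HEK-293T reporter cells stimulated with the NOD1 agonist gamma-tri-DAP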
NS5 inhibitors: flavivirus cap methylation enzyme inhibition – biochemical, confirmation dose response, primary screen (AID 588689); Dengue-2 NS5 methyltransferase capping enzyme assay, biochemical; higher % means a stronger effect; inhibition, % at 25 µM, or IC50 in µM where a hit was titrated; hit rate 0.3% among 340,000; in the data active = a potency from the dose series; inconclusive = inhibition above about 29% without an active follow-up result
Starred values were filed as active, the others as inactive; ? = inconclusive; / = no result given; [ ] = dose if it differs, or a comment. Only part of the results is shown, so the mix of outcomes need not match the whole.

SMILES	KOR beta-arrestin-1	HIV peptide binding	West Nile virus CPE	GPR55 beta-arrestin	KOR beta-arrestin-2	GPR55 LPI antagonism	GPR35 arrestin U2OS	NOD1 NF-kB reporter	NS5 inhibitors
CCOC(=O)CN(C(=O)COc1nc(-c2ccccc2)cc(C)c1C#N)c1ccccc1	4.2%	-1.1%	0.4%	1.3%	29.8%	-11.7%	-1.0%	7.6%	3.9%
COc1ccccc1CC(NC(C)=O)C(=O)NC1CCN(C(=O)Nc2ccccc2C)CC1 (centres undefined)	-0.8%	-1.5%	0.3%	-0.2%	5.3%	-0.6%	10.5%	-1.3%	-4.0%
CCOc1ccc(-c2c(C(=O)N/N=C/c3ccc(OC)cc3)nnn2-c2nonc2N)cc1	11.9%	-2.0%	-0.5%	-0.8%	-22.8%	1.8%	2.6%	-17.5%	-9.7%
CCCOP(=O)(c1ccc(N(C)C)cc1)C(O)c1ccc(Cl)cc1Cl (centres undefined)	5.2%	-0.6%	-1.0%	0.0%	-13.6%	5.7%	5.5%	-5.3%	-2.0%
CC(C)CNC(=O)C1CCN(c2ccc(S(=O)(=O)N3CCOCC3)cc2)CC1	9.3%	6.7%	-0.6%	0.2%	-10.0%	6.8%	-2.6%	-11.2%	-6.4%
CCOc1ccccc1NC(=S)Nn1cnnc1	-2.6%	-1.1%	0.0%	-0.1%	0.4%	2.2%	3.0%	-14.7%	-2.2%
COc1ccc(OC)c(C2C(C(=O)c3sc(C)nc3C)=C(O)C(=O)N2CCN2CCOCC2)c1 (centres undefined)	0.1%	-1.9%	-0.2%	-0.2%	-0.9%	0.5%	-2.7%	3.8%	0.7%
CC(C)CC(C(=O)NC(=O)NCc1ccccc1)N1C(=O)c2ccccc2C1=O (centres undefined)	-4.3%	-1.0%	0.1%	-0.2%	45.3%	15.3%	5.0%	11.9%	-2.8%
S=c1[nH]nc(-c2ccncc2)n1/N=C/c1cn(-c2ccccc2)nc1-c1ccc(Cl)cc1	1.4%	1.5%	-0.1%	-0.1%	3.3%	10.0%	-9.6%	-5.6%	/
CCCc1[nH]nc2c1C(c1ccc(OC(=O)c3ccco3)cc1)C(C#N)=C(N)O2 (centres undefined)	-3.9%	-0.1%	1.2%	-0.2%	7.2%	6.7%	13.2%	9.9%	-2.6%
O=C(CCc1nnc(C2CCCCC2)o1)NCc1ccc(F)c(F)c1	1.2%	-0.6%	0.1%	-0.3%	-7.3%	2.5%	8.3%	18.6%	-0.8%
N#CCOC(=O)[C@H](Cc1ccccc1)N1C(=O)c2ccccc2C1=O	-7.4%	0.7%	-0.3%	-0.3%	6.3%	1.6%	-12.1%	-3.8%	-9.8%
CC(NC(=O)CCSCCC(=O)NC(C)c1ccccc1)c1ccccc1 (centres undefined)	-1.6%	-0.2%	0.0%	0.1%	-1.2%	11.1%	1.4%	-18.9%	-1.4%
CC(=O)N(Cc1cc2ccc(C)c(C)c2n2nnnc12)C1CCCC1	0.1%	-0.7%	/	-0.2%	-11.7%	-6.8%	-17.7%	9.4%	/
CCc1cc2c(NCCC(=O)O)nc(C)nc2s1	1.5%	4.7%	0.5%	0.2%	-5.7%	13.0%	6.1%	-6.5%	4.8%
O=C(CCCCCN1C(=O)c2cccc3cccc(c23)C1=O)NCCO	-2.4%	0.4%	-0.2%	-0.3%	-8.2%	4.8%	-16.5%	-17.2%	-1.6%
O=C1/C(=C\c2ccco2)SC(=S)N1c1ccccc1	-3.0%	41.6%	-0.4%	0.4%	20.6%	5.0%	-9.0%	-36.0%	6.5%
O=C(NC(Cc1c[nH]c2ccccc12)C(=O)N/N=C/c1cccnc1)c1cccs1 (centres undefined)	3.2%	-0.8%	-0.6%	-0.1%	-37.7%[20 µM]	8.7%	-14.3%	-9.7%	2.3%
COc1cccc(OC)c1C(=O)NNC(=O)c1ccccc1-n1cccc1	-4.9%	-2.3%	0.3%	1.3%	-26.5%	2.5%	10.1%	-41.4%	4.7%
C(=N\N1CCN(C2c3ccccc3-c3ccccc32)CC1)/c1cccs1	7.5%	-3.4%	-0.1%	-0.1%	4.2%	?	-0.5%	13.7%	8.2%
Cn1ccnc1SCCNC(=O)C1CCC(=O)N(Cc2ccc(Cl)cc2)C1 (centres undefined)	1.8%	0.7%	0.2%	-0.2%	-41.7%	-1.1%	-10.8%	-30.3%	0.0%
O=C(Nc1cccc(C(=O)O)c1)/C(=C/c1ccc([N+](=O)[O-])cc1)NC(=O)c1ccccc1	-5.4%	2.0%	0.3%	0.3%	-33.7%	3.7%	-14.6%	-9.3%	-7.0%
CN(C)C(=S)Nc1ccc2ccccc2c1	-2.1%	-1.4%	-0.1%	-0.1%	-33.4%	3.4%	9.9%	18.5%	1.5%
Cc1nnc(SCC(=O)Nc2nnc(SCc3cccc(Br)c3)s2)s1	2.6%	-1.9%	-0.3%	0.3%	-9.7%	6.0%	-4.5%	1.2%	0.6%
COc1ccc(OC)c2c1sc(=NC(=O)c1cccc(N3C(=O)CCC3=O)c1)n2C	-2.8%	2.4%	1.0%	-0.3%	-33.9%	7.7%	0.6%	-1.9%	-0.7%
CCOC(=O)C1C(=O)OC2(CCCC2)C1C(=O)OCC (centres undefined)	-3.8%	0.3%	0.1%	-0.1%	23.7%	-6.9%	-7.6%	-14.5%	-11.3%
COc1cc(CC(=O)O)ccc1OCc1ccccc1	-3.9%	-0.3%	0.3%	-0.2%	29.6%	-2.5%	21.3%	-7.3%	-5.5%
C/C(=N\NC(=S)NC(C)C)c1ccc(-n2ccnc2)cc1	-0.4%	-0.2%	-0.3%	0.0%	6.0%	5.9%	-7.6%	11.3%	-4.8%
CC(=O)NC1CC(C)(C)N(OC(C)=O)C(C)(C)C1	-0.1%	-1.3%	0.2%	-0.1%	-1.6%	4.2%	-9.7%	2.1%	-6.8%
COc1ccccc1CN1CCNC(=O)C1CC(=O)N(C)Cc1cnccn1 (centres undefined)	2.1%	-0.1%	0.8%	-0.3%	5.2%[20 µM]	-4.0%	-0.3%	-6.7%	0.0%

Shown as comma-separated lines: entries from further up
mol,KOR beta-arrestin-1,HIV peptide binding,West Nile virus CPE,GPR55 beta-arrestin,KOR beta-arrestin-2,GPR55 LPI antagonism,GPR35 arrestin U2OS,NOD1 NF-kB reporter,NS5 inhibitors
O=C(Nc1cccc(C(=O)O)c1)/C(=C/c1ccc([N+](=O)[O-])cc1)NC(=O)c1ccccc1,-5.4%,2.0%,0.3%,0.3%,-33.7%,3.7%,-14.6%,-9.3%,-7.0%
CN(C)C(=S)Nc1ccc2ccccc2c1,-2.1%,-1.4%,-0.1%,-0.1%,-33.4%,3.4%,9.9%,18.5%,1.5%
Cc1nnc(SCC(=O)Nc2nnc(SCc3cccc(Br)c3)s2)s1,2.6%,-1.9%,-0.3%,0.3%,-9.7%,6.0%,-4.5%,1.2%,0.6%
COc1ccc(OC)c2c1sc(=NC(=O)c1cccc(N3C(=O)CCC3=O)c1)n2C,-2.8%,2.4%,1.0%,-0.3%,-33.9%,7.7%,0.6%,-1.9%,-0.7%

Continued:
SMILES	KOR beta-arrestin-1	HIV peptide binding	West Nile virus CPE	GPR55 beta-arrestin	KOR beta-arrestin-2	GPR55 LPI antagonism	GPR35 arrestin U2OS	NOD1 NF-kB reporter	NS5 inhibitors
O=C(CSc1nnnn1-c1cccc(F)c1)Nc1nc2ccccc2s1	7.9%	2.3%	-0.1%	-0.1%	-60.7%	-1.6%	2.3%	-10.0%	-2.0%
Cc1cc(=O)n2c3ccccc3n(CC(O)CN3CCC(C)CC3)c2c1C#N (centres undefined)	0.4%	1.5%	-0.3%	0.1%	-10.4%	6.9%	-4.0%	-30.3%	-2.2%
CC(C)(C)c1ccc(Cn2nnc3c(=O)[nH]c(C4CCN(C(=O)c5ccco5)CC4)nc32)cc1	4.5%	0.4%	0.7%	-0.1%	-76.5%	-9.2%	1.3%	-11.7%	-4.8%
COc1ccc(CN2CCN(CCCc3ccccc3)CC2)c(OC)c1	5.8%	2.8%	-1.1%	-0.4%	-17.4%	16.3%	5.0%	-17.1%	/
COc1ccc2cc(CN(CC3COCCO3)S(=O)(=O)c3ccc(Cl)cc3)c(=O)[nH]c2c1 (centres undefined)	-9.1%	0.1%	-0.1%	0.6%	-53.2%	-1.4%	-0.7%	-10.9%	2.1%
COc1ccc(C2=NOC(CNC(N)=S)C2)cc1 (centres undefined)	-6.0%	-0.3%	-0.3%	0.1%	2.7%	11.7%	10.4%	-16.3%	-4.0%
CCOC(=O)CSc1nc2c(c(=O)n(Cc3ccccc3Cl)c(=O)n2C)n1C	9.8%	18.9%	0.0%	-0.2%	-40.1%	-2.3%	-1.8%	-5.1%	3.1%
COc1cc(NC(=O)Cc2ccccc2)ccc1NC(=O)c1ccco1	1.4%	-2.0%	-0.6%	-0.2%	0.6%	4.3%	2.9%	-14.2%	-6.5%
O=C1CC(N2CCN(c3nc4ccccc4s3)CC2)C(=O)N1Cc1cccs1 (centres undefined)	3.3%	-1.0%	-0.4%	-0.1%	12.0%	-3.6%	7.2%	-15.0%	/
Nc1ccc(C(=O)O)cc1S(=O)(=O)O	-0.1%	0.5%	0.1%	-0.1%	7.5%	-1.9%	25.1%	-5.6%	-5.6%
COc1cc(C(=O)NCCC(=O)NCCCN2CCCCC2C)cc(OC)c1OC (centres undefined)	2.4%	1.2%	0.5%	-0.2%	-43.1%	2.2%	10.2%	-15.0%	-9.7%
CCOc1cc(NC(=S)NCCCN2CCOCC2)c(OCC)cc1NC(=O)c1ccc(OC)cc1	/	-2.3%	-0.4%	-0.2%	-46.5%[20 µM]	-2.1%	-4.0%	-28.2%	-9.4%
CCN(CCn1cccn1)C(=O)CC1C(=O)NCCN1CC1CCCCC1 (centres undefined)	/	2.6%	0.0%	0.0%	-3.7%[20 µM]	17.8%	12.2%	-19.2%	-8.5%
Cn1c(CNC(=O)CNC(=O)c2cccc(F)c2)cc(=O)n(C)c1=O	0.0%	1.3%	-0.1%	-0.2%	5.6%	4.9%	6.0%	-18.9%	-7.1%
CCCn1c2ccccc2c2nnc(SCC(=O)Nc3cc(C)on3)nc21	5.0%	-0.3%	0.5%	-0.1%	-0.1%	-0.8%	12.2%	6.4%	-11.8%
Nc1c2c(nc3ccccc13)CCC2	-4.5%	3.2%	1.2%	1.0%	-30.2%	7.3%	-5.2%	-5.2%	-3.8%
COc1ccc(-c2nc3nc(SC)nn3cc2C)cc1F	-0.5%	0.3%	-0.1%	0.1%	-6.8%	-3.7%	-11.8%	-4.4%	0.0%
Cc1c(N=Cc2ccc(O)c(Br)c2)cccc1[N+](=O)[O-]	-2.9%	-1.6%	0.5%	-0.5%	15.3%	5.8%	12.7%	5.6%	-1.3%
O=C(/C=C/c1ccc(Cl)cc1Cl)NCCSc1ccccc1	0.0%	-1.6%	-2.0%	0.0%	21.1%	6.7%	-9.4%	3.6%	-2.9%
